# p53ts 39C tox – kills p53ts cells at the nonpermissive temperature; H1299-p53A138V viability at 39C, ATP luminescence, 24 h; Potency, µM (top dose mostly 46.1 µM), inactives show at the top dose activity change, negative = cell killing, most hits filed as cytotoxic; 130,000 compounds, 1.5% hits; AID 902; further: nearly all actives have a fitted effect of over 55% in size
# p53ts 32C kill – cytotoxicity in p53ts cells at permissive temperature. H1299-p53A138V at 32C, ATP luminescence viability, 24 h. Potency, µM (doses to about 46.1 µM), for the others: at the top dose activity change, negative = cytotoxicity, hits mostly cytotoxic. 130,000 compounds, 0.93% hits. AID 924;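 further: 0% = DMSO and -100% = full killing by reference compound; nearly all actives have a fitted effect of over 55% in size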
#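 ATP-content luminescence (ATPlite) read-out after 24 h compound exposure at 32C in H1299-p53A138V cells (600/well). Tested up to 46 uM. Normalized to DMSO (0%) and 100 uM tamoxifen (100% killing); Hill-fit AC50.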
# Imprint erasure – inducers of genomic imprint erasure in mouse ES cells; 110,000 compounds, 0.02% hits; mouse ES Peg3-LacZ reporter, beta-gal luminescence, 40 h; Potency, µM (top dose mostly 60.7 µM), inactives show at the top dose activity change, positive = activation, actives largely listed as activators; AID 1948;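 further: 0% = negative control wells on the plate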
#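 Readout: BetaGlo luminescence (5 min, room temp) for LacZ from the normally silent maternal Peg3 allele in female Peg3LacZ-Neo ES cells. Cells 300/well, 40 h, 37C, 5% CO2. Data normalized per plate to negative controls.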
# IkB sig inh – IkB pathway inhibition in ABC-DLBCL cells; ABC-DLBCL IkBa-CBG/CBR dual luciferase ratio, 4 h; response scale: scaled: untreated 0%, proteasome inhibitor 100%; Potency, µM (top dose mostly 57.1 µM), inactives show at the highest dose IkBa stabilization activation; 110,000 compounds, 0.04% hits; AID 445; active means well fitted curve in the direction sought with a large enough effect in the signal ratio, not every such curve was filed as active; inconclusive means small, poorly fitted or top-dose-only effect, or a change in a side signal; the % refers to the signal ratio;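 further: the direction sought is a rising ratio; 0% = basal untreated cells and 100% = reference inhibitor full response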
#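 Luminescence ratio of IκBα-fused green versus native red beetle luciferase in OCI-Ly3 cells, 4 h post-doxycycline with compound; red signal alone, scaled from basal (0%) to zero light (-100%), flagged nonspecific or cytotoxic effects.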
# Active calls of the source: *; ? = inconclusive; . = not tested or not shown; & = joins results of further samples; [ ] = remark or other dose. Unless noted, the call rests on the fitted dose curve; in most records, active means well fitted curve in the direction sought with a large enough effect; inconclusive means small, poorly fitted or top-dose-only effect, or another doubt; inactive means no such curve, though single readings can be large; an effect the other way counts as inactive or inconclusive. Unless noted, on the % scale 0 is the no-effect control and ±100 the full control effect; potency means the concentration at half of the fitted maximal effect.
SMILES	p53ts 39C tox	p53ts 32C kill	Imprint erasure	IkB sig inh
O=C(CC1(O)C(=O)N(Cc2ccccc2)c2ccc(Br)cc21)c1ccccc1 (stereo unspecified)	16µM*	?	-4%[10.9 µM]	?
COc1ccc(S(=O)(=O)N(C)CC(=O)NC2CC2)cc1	6%	6%	-4%	0.4%
NC(=O)c1oc2ccc(Cl)cc2c1NC(=O)CN1CCOCC1	14%	4%	-13%	0.1%
FC(F)(F)c1ccccc1-n1ccnc1	16%	4%	2%&-30%&-3%	0.1%&12%
CCn1c(C)c(C)c2cc(C(=O)N3CCN(c4ccccc4)CC3)ccc21	-17%	-2%	-7%[10.9 µM]	?
Cc1ccc(CN(Cc2ccco2)c2cnc(S(C)(=O)=O)nc2C(=O)Nc2ccc(Br)cc2)o1	-23%	-5%	-10%[10.9 µM]	5.8%
COCC(C)NC(=O)c1cc(-c2ccc(O)cc2)on1 (stereo unspecified)	-11%	-11%	-48%[inhibitor]	?
O=C1CC(c2ccc(F)cc2)Cc2nc(N3CCN(c4ccccc4)CC3)ncc21 (stereo unspecified)	4%	-1%	-5%	-1.4%
O=C(CCCCn1c(=O)c2ccccc2n(Cc2ccc(F)cc2Cl)c1=O)NCc1ccco1	-12%	-21%	-15%	-2.3%
CC(=O)N1CCc2c(sc3c2c(=O)n(-c2ccccc2C)c(=O)n3Cc2cccc(F)c2)C1	-14%	-3%	12%[10.9 µM]	7.4%
CCCCCOC(=O)CSc1nnc(-c2cc(OC)c(OC)c(OC)c2)o1	3%	-5%	3%	11%
Cc1ccc(-n2c(=O)c3cccnc3n2CC(=O)Nc2cccc(C)c2C)cc1	-12%	-3%	-7%[10.9 µM]	-1.2%
O=C(NC1CCCCC1)N(Cc1nc2ccccc2c(=O)[nH]1)C1CCCCC1	-3%	-4%	-19%	?
O=C(CCNS(=O)(=O)c1cccc2nsnc12)Nc1ccc(F)cc1	-22%	2%	-4%[10.9 µM]	?
COc1ccc2c(Sc3ccc(Cl)cc3)c(C(=O)N3CCC(C)CC3)[nH]c2c1	41%[activator]	41%[activator]	-6%[10.9 µM]	4.5%
CCN(CC)CCNC(=O)c1c(C)oc2ncnc(N3CCOCC3)c12	-6%	7%	5%[10.9 µM]	-0.8%
O=C(Nc1ccc(S(=O)(=O)N2CCCCCC2)cc1)c1ccc(Br)o1	22%	32%[activator]	-34%[inhibitor]	?
O=c1[nH]cnc2nc(-c3ccccc3)c(-c3ccccc3)nc12	9%	9%	3%	-0.6%
COCCNC(=O)C(c1ccc(C)o1)N(C(=O)c1snc(C(N)=O)c1N)c1ccc(C)c(C)c1 (stereo unspecified)	6%	-1%	.	-3.6%
COc1ccccc1-n1c(C)nnc1SCC(N)=O	3%	6%	5%	0.8%

# The list goes on.
SMILES	p53ts 39C tox	p53ts 32C kill	Imprint erasure	IkB sig inh
CCOC(=O)c1c(Nc2cc(C)cc(C)c2)nnc(-c2ccccc2)c1-c1ccccc1	-6%	17%	-22%[10.9 µM]	?
O=C(O)c1cc(Cl)ccc1NC(=O)C1CCCO1 (stereo unspecified)	12%	4%	-3%	0.5%
O=C(Nc1nc2ccc(Cl)cc2s1)c1ccc(Br)o1	-5%	-12%	-63%[inhibitor]	?
O=C(O)C1CC=C(Cl)CC1C(=O)NCc1ccccc1 (stereo unspecified)	8%	-4%	-7%	2.3%
CCCn1c(C)nc2c(NCCN(C(C)C)C(C)C)nc(C)nc21	3%	-8%	-10%	.
O=C(Nc1ccc(N2CCOCC2)cc1N1CCOCC1)c1ccco1	-2%	-7%	6%	-2.8%
CC(=O)Nc1ccc(NC(=O)CCC(=O)NCCO)cc1	-9%	-17%	2%	-0.3%
CCC1CN(C(=O)NCc2ccc(C)cc2)c2cc(Cl)ccc2O1 (stereo unspecified)	5%	9%	-11%[10.9 µM]	0.2%
Cc1cc(=O)n(CC(=O)NCCC(C)C)c2c1c(C)nn2C	0%	0%	-12%[10.9 µM]	-0.5%
Cc1cc(OCC(=O)NCC2(N3CCOCC3)CCCCC2)ccc1Cl	-22%	1%	-13%[10.9 µM]	2.7%
Cn1c(=O)c2cc(S(=O)(=O)NCCC(=O)NCCC3=CCCCC3)ccc2n(C)c1=O	0%	20%	-16%	-1.2%
CC1(C)Cc2c(c(=S)nc(-c3ccccc3)n2CCN2CCOCC2)CO1	6%	-5%	-4%	0.9%
COc1cc(C2Nc3ccc4ncccc4c3C3=C2C(=O)CCC3)cc(OC)c1O (stereo unspecified)	-8%	-6%	-17%	2.5%
CC(Cc1ccccc1)C(=O)NCc1ccccn1 (stereo unspecified)	-7%	1%	-1%	.
CC(=O)Cc1nsc(NC(=O)c2ccc(-c3ccccc3Cl)o2)n1	-21%	-15%	-68%[inhibitor]	?
COc1cccc(OC)c1C(=O)Nc1cccc(C(C)=O)c1	8%	-1%	-14%	0.6%
CCCCCn1c(Sc2ncccn2)nc2c1c(=O)[nH]c(=O)n2C	-7%	-5%	-2%	3.5%
CCCCOc1cccc(C(=O)N(Cc2ccc(C)o2)c2ccccn2)c1	-2%	5%	-12%[10.9 µM]	?
Cc1nc(SCC#N)c2c(C)c(C)sc2n1	-7%	8%	-14%	1.0%
CC(C#N)Sc1nc2ccccc2c(=O)n1-c1ccccc1 (stereo unspecified)	-4%	6%	-10%	-0.1%

# Further results.
SMILES	p53ts 39C tox	p53ts 32C kill	Imprint erasure	IkB sig inh
CC1CCCc2sc3nc(N4CCN(CCO)CC4)n4ncnc4c3c21 (stereo unspecified)	-10%	-5%	5%	-2.8%
CC(C)=C(NC(=O)c1ccccc1)C(=O)N1CCOCC1	23%	-6%	7%	-0.8%
COc1ccc(Oc2ncc3nc(-c4ccc(OC)cc4)c(=O)n(Cc4cccs4)c3n2)cc1	8%	-3%	.	2.3%[11.4 µM]
Cc1ccc(/C=c2\sc3nc(-c4cccnc4)nn3c2=O)cc1	-6%	-18%	4%	0.6%
CC(=O)Nc1cccc(OCC(=O)Nc2ccccc2)c1	-12%	-3%	-79%[inhibitor]	6.3%
CN(C)c1ccc(-c2cncnc2NCCN2CCOCC2)cc1	?	?	-32%[inhibitor]	1.0%[11.4 µM]
CCCn1c2ccc(C)cc2c2nnc(SCCN3CCCCC3)nc21	-29%	-11%	-16%[10.9 µM]	?
O=C(CCN1C(=O)c2ccccc2S1(=O)=O)Nc1ccc2c(c1)OCCO2	-5%	-4%	8%	1.0%
NC(=O)N1CC(O)CC1C(=O)Nc1ccc(Cl)c(Cl)c1 (stereo unspecified)	-3%	-9%	-8%	-0.1%
CC(C)C(c1nnnn1CC1CCCO1)N1CCN(C2CCCC2)CC1 (stereo unspecified)	-5%	-19%	-8%	0.1%
CCSc1nncn1/N=C/c1ccc(OC)c(OC)c1	-14%	-7%	-13%	-4.3%
COc1ccc(NC(=O)C2CCN(S(=O)(=O)c3ccc4[nH]c5c(c4c3)CCCCC5)CC2)cc1	-6%	26%	-10%[10.9 µM]	0.8%
O=C(COc1ccccc1)Nc1ccc(S(=O)(=O)N(Cc2ccccc2)c2ccccc2)cc1	5%	-4%	11%[10.9 µM]	-0.9%
CC(=O)c1ccc(Nc2cc(C)nc3nc(C)nn23)cc1	5%	11%	-8%	-1.1%
CCOC(=O)N1CCN(S(=O)(=O)c2cc3c(cc2C)NC(=O)CO3)CC1	2%	-2%	-3%	-0.1%
COc1ccc(CNC(=O)Cn2c(SCC(=O)Nc3ccc(OC)cc3)nc3ccccc32)cc1	?	-20%	7%[10.9 µM]	5.7%
CCOC(=O)c1ccc(N2C(=O)C3CC=C(C)CC3C2=O)cc1 (stereo unspecified)	-5%	0%	-15%	0.5%
COc1ccc(-c2ccnc(SCC(=O)Nc3ccccn3)n2)cc1	-10%	-15%	.	.
O=C(c1ccccc1)n1ccn(-c2ccccc2)c1=S	6%	13%	.	.
O=C(CSc1ccc2nnc(-c3cccnc3)n2n1)NCc1ccco1	15%	-17%	-11%	3.4%

# Single records, from the list above.
# Results for COc1ccc(Oc2ncc3nc(-c4ccc(OC)cc4)c(=O)n(Cc4cccs4)c3n2)cc1 : p53ts 39C tox: 8%; p53ts 32C kill: -3%; Imprint erasure: .; IkB sig inh: 2.3%[11.4 µM]
# Results for CC(=O)c1ccc(Nc2cc(C)nc3nc(C)nn23)cc1 : p53ts 39C tox: 5%; p53ts 32C kill: 11%; Imprint erasure: -8%; IkB sig inh: -1.1%

# Carrying on:
SMILES	p53ts 39C tox	p53ts 32C kill	Imprint erasure	IkB sig inh
Fc1ccc(C(c2nnnn2Cc2ccccc2)N2CCSCC2)cc1 (stereo unspecified)	3%	2%	-8%	?
Cc1ccc(-c2nn3c(C)nnc3c3ccccc23)cc1S(=O)(=O)NCC(C)O (stereo unspecified)	-4%	-11%	3%[10.9 µM]	7.2%
CCCOC(=O)c1ccc(Nc2c(C(=O)OCC)cnc3c(C)cc(Cl)cc23)cc1	-4%	4%	20%[10.9 µM]	-0.9%
Cn1c(=O)c(C(=O)COC(=O)c2cc(C(F)(F)F)nc3c(C(F)(F)F)cccc23)c(N)n(CC2CC2)c1=O	-23%	-7%	-2%	.
CSc1ccc(/C=N/n2nnnc2N)cc1	-6%	5%	-35%	-0.3%
CC1=C(C(=O)Nc2ccccc2)C(c2ccccn2)n2nc(SCc3ccccc3Cl)nc2N1 (stereo unspecified)	-28%	-16%	-7%[10.9 µM]	1.0%
O=C(c1cc(-c2cccnc2)nc2ccc(Br)cc12)N1CCC2(CC1)OCCO2	3%	4%	?	1.0%
CC(C)(C)OC(=O)N1CC(O)CC1C(=O)OCC(=O)c1ccc(Cl)cc1 (stereo unspecified)	10%	0%	1%	-1.9%
CCOC(=O)OCC1OC(C#Cc2ccc(C(C)(C)C)cc2)C=CC1OC(=O)OCC (stereo unspecified)	-2%[9.22 µM]	6%[9.22 µM]	.	.
O=c1c(-c2ccccc2)nc2cncnc2n1Cc1ccccc1Cl	-2%	-1%	.	3.0%[11.4 µM]
COc1ccc(N(CC(=O)N2CCN(c3ccccc3F)CC2)S(=O)(=O)c2c(C)n[nH]c2C)cc1	-8%	-13%	11%[10.9 µM]	-1.4%
CCn1c(COc2ccccc2)nnc1SCc1ccc(C#N)cc1	3%	-6%	-19%	2.1%
COc1nnc(-c2ccc(N3CCCCC3)c(NC(=O)c3ccc(C)cc3)c2)c2ccccc12	14%	0%	18%[10.9 µM]	9.4%
CCN1CCc2c(sc(NC(=O)c3ccc(S(=O)(=O)N(CCOC)CCOC)cc3)c2C(N)=O)C1	-8%	-1%	16%[10.9 µM]	-0.6%
CC(C)Nc1nc(SCC(=O)Nc2ccccc2)nc(N2CCOCC2)n1	4%	13%	0%	1.8%
CC(=O)Nc1cc2c(cc1C(=O)C(C)C)OCCO2	9%	-3%	-3%	-0.6%
O=C(NCc1ccc2c(c1)OCO2)c1ccc(-c2ccc(Cl)cc2)o1	17%	31%[activator]	6%	?
Cc1cc(C)cc(OCc2nnc(SCC(=O)OC3CCCCC3)o2)c1	-2%	-10%	.	2.1%
COc1ccc(Oc2ncc3nc(-c4cn(C)c5ccccc45)c(=O)n(CCC#N)c3n2)cc1	8%	-6%	.	-0.2%[11.4 µM]
CC(C)CN(C(=O)COC(=O)c1ccc2c(c1)NC(=O)CS2)C1CCS(=O)(=O)C1 (stereo unspecified)	1%	3%	-11%	?

# Continuation.
SMILES	p53ts 39C tox	p53ts 32C kill	Imprint erasure	IkB sig inh
CCOc1ccccc1CNC(=O)c1cnc2sc(N3CCC(C)CC3)nn2c1=O	-8%	5%	-6%[10.9 µM]	-2.2%
Cc1cc(C)n(CCOC(=O)c2sc3ccccc3c2Cl)n1	11%	2%	-19%	1.7%
Cc1ccc(C)c(NC(=O)C(NS(=O)(=O)c2ccc3c(c2)CCC(=O)N3)c2ccccc2)c1 (stereo unspecified)	38%[activator]	11%	9%[10.9 µM]	2.5%
CC(=O)Nc1ccc2oc(-c3cc(F)c(F)cc3Cl)nc2c1	-28%	-18%	-54%[inhibitor]	4.3%
CCOc1ccccc1N1CCN(Cc2ccc(OC)c(OC)c2)CC1	11%	-10%	-18%	1.2%
Cc1cc(C)cc(C(=O)Nc2c3c(nn2-c2ccccc2C)CS(=O)(=O)C3)c1	-5%	-2%	-5%[10.9 µM]	?

# Screening results: PubChem, National Center for Advancing Translational Sciences (NCATS)
